Bioassay records (PubChem BioAssay)
ASM inhibitor = human S-ASM enzyme inhibition; Potency, µM (doses to about 57.5 µM), inactives show at the highest dose activity change, negative = inhibition, most hits filed as inhibitors; placental ASM, HMU-PC fluorogenic substrate, 60 min; P17405; hit rate 0.006% among 340,000; also: potency is read from the fitted curve at half-maximal effect
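qHTS format. ASM enzyme prepared from human placenta hydrolyses the fluorogenic substrate HMU-PC0 (9 uM final) over 60 min at 37 °C after a 10 min compound preincubation.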
TCR activator = activates T cell receptor signaling. primary human leukocytes, anti-CD3, IL-2 HTRF, 48 h. AID 504894. Potency, µM (top dose mostly 9.22 µM), for inactives: at the highest dose activation of IL-2 secretion, most hits filed as activators. 330,000 tested, under 10 active; also: % of control where 0% means no effect
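Activity was scored as IL-2 release from primary human leukocytes given only a TCR signal (a-CD3 beads) plus compound for 48 hr. Detection used a two-antibody HTRF format read at 665nm.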
MBNL1-CUG inh = MBNL1-poly(CUG) RNA binding inhibition | hit rate 0.036% among 280,000 | TR-FRET MBNL1-His/biotin-(CUG)12 binding, 665/545 ratio | Potency, µM (titrated, usually from 57.5 µM), inactives show top-dose activity change, negative = inhibition, usual class: inhibitors; active = well fitted inhibition curve with a large enough effect in the signal ratio, with a control signal flat, not every such curve was filed as active; inconclusive = small, poorly fitted or top-dose-only effect, or effect the other way, or a change in a side signal; inactive = no such curve, though single readings can be large or run the other way; the % refers to the signal ratio; also: potency is read from the fitted curve at half-maximal effect; % is scaled to controls: 0 for no effect and ±100 for the full control effect
Target sequence (Q9NR56 whole entry, looked up): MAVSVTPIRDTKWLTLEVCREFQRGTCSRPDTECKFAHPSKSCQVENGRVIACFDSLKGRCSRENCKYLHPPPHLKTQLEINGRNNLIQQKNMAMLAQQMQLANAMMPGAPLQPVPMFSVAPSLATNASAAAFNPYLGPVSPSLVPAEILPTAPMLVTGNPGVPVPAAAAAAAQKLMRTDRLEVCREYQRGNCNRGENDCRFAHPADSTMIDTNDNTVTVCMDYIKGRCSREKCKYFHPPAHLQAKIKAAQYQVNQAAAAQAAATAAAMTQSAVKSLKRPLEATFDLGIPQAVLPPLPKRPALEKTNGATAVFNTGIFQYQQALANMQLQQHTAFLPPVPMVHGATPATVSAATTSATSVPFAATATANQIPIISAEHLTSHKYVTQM
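Ratiometric TR-FRET (665 over 545 nm, excitation 340 nm) tracks disruption of MBNL1-His/biotin-(CUG)12 complex after 60 min at room temperature, with compounds at 92 nM to 58 uM final.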
Integrin act MD = activates integrin-mediated alleviation for muscular dystrophy; alpha7betagal myoblasts, beta-gal FDG fluorescence, 48 h; Potency, µM (doses to about 38.3 µM), for the others: at the top dose activation, hits mostly activators; hit rate 0.064% among 350,000; AID 624291;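 also: potency is read from the fitted curve at half-maximal effect; 100% = response of the positive control SU9516; nearly all actives have a fitted effect of over 60% in size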
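Alpha7betagal+/- myoblasts (passage 13) were plated 16-24 hr, then exposed to compounds (1:260 dilution of DMSO stock) for 48 hours at 37C. After MPER lysis, β-galactosidase reporter activity was read as FDG fluorescence (ex 480/em 540) after 30 minutes.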
Menin-MLL TR inh = displaces Texas Red mutant MLL peptide from human menin. O00255. Menin + Texas Red MLL mutant peptide, fluorescence polarization. Potency, µM (series often up to 61.6 µM), for the others: at the highest dose FP activity change, negative = inhibition, actives largely listed as inhibitors. hit rate 0.23% among 270,000. AID 1768; active = well fitted inhibition curve with a large enough effect in the polarisation, with a control signal flat, not every such curve was filed as active; inconclusive = small, poorly fitted or top-dose-only effect, or effect the other way, or a change in a side signal; inactive = no such curve, though single readings can be large or run the other way; the % refers to the polarisation; also: potency is read from the fitted curve at half-maximal effect; % of control where 0% means no effect; many of its hits are not listed in these tables
Target sequence (O00255 whole entry, looked up): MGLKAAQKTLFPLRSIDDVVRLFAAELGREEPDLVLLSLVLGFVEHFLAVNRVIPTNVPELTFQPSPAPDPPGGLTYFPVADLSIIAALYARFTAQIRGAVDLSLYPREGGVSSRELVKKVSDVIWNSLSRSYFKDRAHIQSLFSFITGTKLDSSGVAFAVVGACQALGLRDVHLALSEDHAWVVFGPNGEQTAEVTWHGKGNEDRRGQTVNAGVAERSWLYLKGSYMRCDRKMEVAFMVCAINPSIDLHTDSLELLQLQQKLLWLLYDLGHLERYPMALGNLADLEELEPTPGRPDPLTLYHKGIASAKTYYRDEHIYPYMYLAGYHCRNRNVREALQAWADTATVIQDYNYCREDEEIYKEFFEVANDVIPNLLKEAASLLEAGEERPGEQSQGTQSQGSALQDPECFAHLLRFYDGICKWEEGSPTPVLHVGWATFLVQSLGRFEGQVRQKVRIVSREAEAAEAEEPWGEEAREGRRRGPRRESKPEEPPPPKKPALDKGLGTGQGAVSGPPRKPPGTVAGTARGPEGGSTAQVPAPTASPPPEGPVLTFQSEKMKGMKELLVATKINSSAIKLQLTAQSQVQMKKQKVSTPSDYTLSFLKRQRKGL
Mito fusion yeast = inhibitors of mitochondrial division or activators of mitochondrial fusion; S. cerevisiae fusion-defective mutant growth rescue, CellTiterGlo 48 h; Potency, µM (titrated, usually from 46.1 µM), inactives show at the top dose growth rescue (activation), actives largely listed as activators; hit rate 0.23% among 320,000;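 also: potency is read from the fitted curve at half-maximal effect; % of control where 0% means no effect; nearly all actives have a fitted effect of over 45% in size; temperature-sensitive fusion mutants such as fzo1-1 at 37 °C on non-fermentable ethanol glycerol medium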
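Luminescent cell viability in 1536-well qHTS format served as the measure of rescued growth in ts fusion-mutant S. cerevisiae cultured on non-fermentable YPEG for 48 hours at 37C.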
TSHR antag = human thyrotropin receptor antagonism; AID 504810; activity change, negative = inhibition, % at 11.5 µM; hit rate 0.2% among 330,000; TSHR-expressing cells, TSH-stimulated cAMP HTRF, 2 h; hits give low values;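 active = activity change below a set negative limit, meaning inhibition stronger than a set level, cut at about -70% in these data; inconclusive = activity change between two set negative limits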; also: % is scaled to controls: 0 for no effect and ±100 for the full control effect
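Freshly harvested TSHR cells receive pin-tooled compound, then EC80 TSH at 4nM final. After 2 hours at 37 deg C, antibody in lysis buffer and cAMP-d2 are added; 30 minutes at ambient temperature precede the HTRF read.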
AT treatment = candidate therapy for ataxia-telangiectasia. hit rate 0.19% among 320,000. Potency, µM (titrated, usually from 57.5 µM), without a hit: top-dose activation, usual class: activators. […] A-T fibroblasts, KAP-1 phosphorylation AlphaLISA; neocarzinostatin DNA damage 30 min before lysis; also: potency is read from the fitted curve at half-maximal effect; % of control where 0% means no effect; nearly all actives have a fitted effect of over 45% in size
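ATM-like activity read as KAP-1 phosphorylation via AlphaLISA donor/acceptor antibody pairs after lysis and 6 hr at 25C. Cells were ATM-null patient fibroblasts ([…], hTERT), dosed 60 min, then exposed to the DSB inducer NCS for 30 min.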
MLL CXXC-DNA inh = inhibitors of human MLL CXXC domain-DNA interaction; Potency, µM (titrated, usually from 115 µM), inactives show top-dose activity change, negative = inhibition, most hits filed as inhibitors; hit rate 0.037% among 290,000; Q03164; MLL-CXXC / FITC-HOXA9 DNA fluorescence polarization; AID 2662; active = well fitted inhibition curve with a large enough effect in the polarisation, with a control signal flat, not every such curve was filed as active; inconclusive = small, poorly fitted or top-dose-only effect, or effect the other way, or a change in a side signal; inactive = no such curve, though single readings can be large or run the other way; the % refers to the polarisation; also: potency is read from the fitted curve at half-maximal effect
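Purified MLL-CXXC (added from a 7 uM solution) was preincubated 5 min at ambient with pinned compounds in 50 mM Tris-HCl pH 7.5, 50 mM NaCl, 1 mM DTT, 0.05% BSA. Fluorescein-labeled HOX-A9 DNA (50 nM solution) followed, 30 min, then polarization read.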
PTAP TSG101 blk = blocks PTAP/TSG101 interaction to inhibit HIV-1 budding. Potency, µM (series often up to 115 µM), for inactives: at the highest dose activity change, negative = inhibition, actives largely listed as inhibitors. Q99816. 340,000 tested, under 10 active. Fluorescence polarization, FITC-PTAP peptide / Tsg101 binding; active = well fitted inhibition curve with a large enough effect in the main read-out, with a control signal flat, not every such curve was filed as active; inconclusive = small, poorly fitted or top-dose-only effect, or effect the other way, or a change in a side signal; inactive = no such curve, though single readings can be large or run the other way; also: potency is read from the fitted curve at half-maximal effect; % of control where 0% means no effect
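Tsg101 binding domain (10 uM final) was mixed with compound and a FITC-labeled PTAP peptide (50 nM final) in HEPES pH 7.5 buffer with NaCl, Tween 20, EDTA and TCEP; fluorescence polarization was read after 20 min at r.t.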
Active calls of the source: *; ? = inconclusive; . = not tested or not shown; [ ] = remark or other dose. Unless noted, calls follow the shape of the dose curve; as a rule, active = well fitted curve in the direction sought with a large enough effect; inconclusive = small, poorly fitted or top-dose-only effect, or another doubt; inactive = no such curve, though single readings can be large; an effect the other way counts as inactive or inconclusive. The list is partial; count on the stated rates, not on these rows.

SMILES | ASM inhibitor | TCR activator | MBNL1-CUG inh | Integrin act MD | Menin-MLL TR inh | Mito fusion yeast | TSHR antag | AT treatment | MLL CXXC-DNA inh | PTAP TSG101 blk
COc1cc(C(=O)N2CCN(S(=O)(=O)c3cccs3)CC2)cc(OC)c1C | 4% | -4% | 0% | -16% | -26% | -4% | -1 | 0% | 7% | 0%
COCCn1c(SCC(=O)Nc2nnc(C)s2)nnc1-c1cc2ccccc2cc1O | 3% | -4% | 3% | 17% | -19% | 10% | 30 | 5% | -3% | -1%
C[C@@H]1CN(S(=O)C(C)(C)C)[C@H](CCO)/C1=C\CCO (some centres undefined) | 2% | -20% | . | -9% | . | . | . | . | . | -6%
Cc1ccc(NC(=O)C2(c3cccs3)CCOCC2)cc1C | -1% | 3%[46.1 µM] | -3% | 2% | 9% | -1% | 10 | 0% | 1% | -9%
COCc1cc(=O)[nH]c2cc(NC(=O)C3CC3)c(C)cc12 | 0% | 1% | -5% | 23% | 10% | -7% | 2 | -7% | 0% | -6%
CC(C)c1ccc(NC(=O)CCNC(=O)Cn2ccc3ccccc3c2=O)cc1 | -3% | 0% | 0% | 8% | 20% | -2% | -10 | -7% | 5% | 0%
CC1CCOC2(O1)C(=O)N(CN1CCN(c3cccc(Cl)c3)CC1)c1ccccc12 (centres undefined) | -3% | -3% | 6% | 0% | 16% | -1% | 2 | 1% | 7% | -2%
CN(C)Cc1c(C(=O)N/N=C/c2cccc(OCc3ccccc3)c2)nnn1-c1nonc1N | -13% | -6% | 1% | -36% | 12% | 0% | ? | 11% | 3% | 1%
CCCOC(=O)CCCN1C(=O)/C(=C2\SC(=S)N(CCCC(=O)OCCC)C2=O)SC1=S | -9% | 8% | -3% | -33%[inhibitor] | . | -1% | -4 | -18% | 6% | 1%
COc1ccccc1C(=O)Nc1ccc(C2=NNC(=O)CC2C)cc1 (centres undefined) | 4% | 1%[46.1 µM] | 1%[11.5 µM] | 18% | -4% | 29% | 22 | -2% | 2% | -1%
COc1ccc(-c2oc3ccccc3c(=O)c2OC(=O)c2ccc(C)cc2)cc1 | -4% | 1% | 55%[activator] | -4% | 12% | 0% | 11 | 16% | 9% | -5%
COc1cc(OC)cc(C(=O)NCC(=O)OCC(=O)NC2CCCc3ccccc32)c1 (centres undefined) | -2% | 8%[46.1 µM] | . | -6% | . | . | 1 | -22% | . | -2%
COc1cccc(CNC(=O)Cc2ccc(-n3c(=O)[nH]c4ccccc4c3=O)cc2)c1 | 3% | 1%[46.1 µM] | ? | -30%[inhibitor] | 2% | -3% | -7 | 6% | -2% | 1%
Cc1[nH]nc2c1C(=O)CCC2 | 1% | -4% | ? | 21% | -12% | -2% | -2 | -3% | 0% | 0%
C=CCNC(=O)c1cc(Cl)ccc1Cl | 3% | 3% | -8% | -21% | -16% | -4% | -12 | 2% | 3% | -9%
COC(=O)c1ccc(CN(C)S(=O)(=O)c2ccc(C)cc2)o1 | -2% | -2% | 1% | -13% | 6% | -2% | -13 | 6% | 13% | -16%
Cc1cc(C)c(C(N)=O)c(Nc2ccc3c(c2)OCCO3)n1 | 1% | 6%[46.1 µM] | 2% | 15% | 0% | -2% | -8 | 0% | 0% | -3%
C=CCNC(=O)Cc1ccc(S(=O)(=O)N2CCOCC2)s1 | 14% | . | . | ? | . | -2% | -3 | -1% | . | -5%
CCCc1nc2ccc(NC(=O)c3ccco3)cc2c(=O)n1Cc1ccccc1Cl | -18% | 0%[46.1 µM] | 31%[activator] | -34% | 30% | 2% | -18 | 1% | 3% | -5%
COc1ccc(OC)c(Cc2nnc(CCC(=O)NC3CCCCC3)o2)c1 | 5% | -33% | 3% | -25% | -13% | 4% | 1 | -1% | -2% | 1%
Cc1nc(S/C(=C\c2ccc(OCc3ccccc3Cl)cc2)C(=O)O)n[nH]1 | -3% | 4% | -9% | 1% | . | 2% | 37 | -8% | ? | 0%
Cc1c(C#N)c2ncnc(-c3ccccc3)c2n1-c1ccccc1 | 4% | 1% | -9% | 10% | -3% | 3% | -18 | -3% | 20% | -2%
O=C(Nc1cccc(S(=O)(=O)N2CCCCC2)c1)c1ccc(OCC2CCCO2)cc1 (centres undefined) | 1% | . | -4% | -15% | 1% | 21% | -21 | 5% | 18% | -2%
Cc1nc(-c2ccc(S(=O)(=O)Nc3cc(S(=O)(=O)N(C)C)ccc3C)s2)cs1 | -1% | 2% | 19% | -23% | . | 8% | -1 | -8% | 3% | -4%
Cc1ccc(N(C)C(=O)N2CCN(S(=O)(=O)c3c(C)cc(C)cc3C)CC2)cc1 | 2% | -2% | 1% | ? | -11% | 16% | 11 | 3% | -6% | -3%
O=C(CSc1nc2ccccc2o1)NC(=O)NCc1ccccc1 | 0% | 0% | -5% | 22% | 16% | -2% | -11 | 1% | 2% | -12%
CC/C(=N/OC(=O)c1cccc(C)c1)C(=O)c1cccs1 | -2% | . | 3% | 15% | 3% | -5% | -7 | -5% | 109%[activator] | -5%
COCCNc1nnc(SCC(=O)NNC(=O)c2ccco2)s1 | 4% | 0% | . | 30% | . | -5% | 3 | -3% | . | -5%
CCn1c(Cn2nnc(-c3ccccc3)n2)nnc1SCC(=O)N1CCOCC1 | -3% | -3% | 6% | 0%[7.66 µM] | 1% | 1% | 22 | 6% | 0% | -1%
COCc1cc(C)nc(N/N=C/c2ccc(-c3cc(C(=O)O)ccc3Cl)o2)c1C#N | . | . | ? | . | 0% | 9% | 4 | -4% | 0% | .

Ordered by formula weight (high to low): part of the list above
SMILES | ASM inhibitor | TCR activator | MBNL1-CUG inh | Integrin act MD | Menin-MLL TR inh | Mito fusion yeast | TSHR antag | AT treatment | MLL CXXC-DNA inh | PTAP TSG101 blk
CCn1c(Cn2nnc(-c3ccccc3)n2)nnc1SCC(=O)N1CCOCC1 | -3% | -3% | 6% | 0%[7.66 µM] | 1% | 1% | 22 | 6% | 0% | -1%
Cc1nc(S/C(=C\c2ccc(OCc3ccccc3Cl)cc2)C(=O)O)n[nH]1 | -3% | 4% | -9% | 1% | . | 2% | 37 | -8% | ? | 0%
Cc1c(C#N)c2ncnc(-c3ccccc3)c2n1-c1ccccc1 | 4% | 1% | -9% | 10% | -3% | 3% | -18 | -3% | 20% | -2%

Continued.
SMILES | ASM inhibitor | TCR activator | MBNL1-CUG inh | Integrin act MD | Menin-MLL TR inh | Mito fusion yeast | TSHR antag | AT treatment | MLL CXXC-DNA inh | PTAP TSG101 blk
CC(C(=O)O)n1nc2ccccc2n1 (centres undefined) | 0% | -1% | -10% | -18% | -1% | 1% | -6 | 4% | -6% | -4%
CC(C)(C)NC(=O)Cn1c(SCC(=O)N2CCCCCC2)nc2ccccc21 | 0% | -4% | -15% | -14% | -8% | 6% | 8 | -5% | 26% | -5%
C/C(=C\c1cccs1)C(=O)c1c(C)cc(C)[nH]c1=O | 0% | -1% | 15% | 29% | . | -4% | -1 | -5% | 4% | -1%
COC(=O)c1ccccc1NC(=O)NCc1ccco1 | 1% | . | 1% | 33% | -10% | 7% | 0 | -3% | 5% | .
O=c1c(=O)n2c(nn1Cc1ccc(F)cc1)sc1ccccc12 | 289% | -3% | -1% | 9% | . | -2% | -5 | -3% | 26% | -2%
COc1cc(Cl)c(C)cc1NC(=O)CN1CCCCCC1 | -7% | 3% | -1% | 33% | -18% | -7% | -14 | -7% | 2% | 0%
CCn1c(C)nc2cc(S(=O)(=O)C(F)F)ccc21 | 3% | 3% | -2% | 11% | -6% | -2% | 1 | 1% | 8% | -5%
Nc1nonc1-n1nnc(C(=O)N/N=C/c2ccc(F)cc2)c1-c1ccc2c(c1)OCO2 | 4% | -8% | -1% | ? | . | -2% | 5 | -2% | -4% | -7%
Cc1ccccc1CSc1nc2[nH]ncc2c(=O)[nH]1 | 3% | -6% | -2% | 0% | 1% | 4% | -3 | -1% | -3% | -4%
COc1ccc2[nH]c(C(=O)O)c(NC(=O)c3ccccc3[N+](=O)[O-])c2c1 | 4% | -9% | ? | -13% | . | 4% | 4 | 3% | -3% | -3%
